Screening data as filed in PubChem.
AI-2 QS mod: modulators of Vibrio harveyi AI-2 quorum sensing system; Vibrio harveyi JMH597 AI-2 luminescence/OD600 ratio, 9 h; active compounds read low; strain lacks LuxN and CqsS sensors; 0 = neutral-control median; activity change, % at 7.5 µM; hit rate 0.4% among 300,000; AID 2094; in the data active = activity change below about -75%, passing the limit was not always enough;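 also: luminescence divided by OD600 gain over 9 h not by final OD600 alone; inactives centre near 13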
HSF-1 act: increases HSF-1 driven luciferase reporter signal | NIH3T3-HGL HSF-1 luciferase reporter, MG132, 8 h; 100% = twice DMSO control signal | activation, % at 9 µM | hit rate 1.7% among 300,000;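 active = mean replicate activation of at least 50% with a set share of replicates each reaching 50%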;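 also: 0% = median of the neutral control wells and 100% = twice that signal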
HIF act: HIF pathway transcriptional activation; U2OS HRE-luciferase reporter, luminescence; normalized: DMSO 0%, desferrioxamine 100%; activation, % at 7.5 µM (by protocol); hit rate 0.32% among 300,000;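 active = mean activation of at least 10% of the iron chelator positive control signal, with at least half of replicates also reaching 10%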
HSP90 refold inh: HSP90 refolding inhibition in rabbit reticulocyte lysate | luciferase refolding luminescence, 3 h | inhibition, % at 5.6 µM | hit rate 0.91% among 290,000 | AID 1789;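 active = inhibition above the screen-wide mean plus 3 SD, computed separately per campaign, cut at about 16% in these data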;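 also: 0% = DMSO wells and 100% = 60 µM geldanamycin wells; inhibitors lower the luminescence because luciferase stays unfolded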
IEC-6 tox: kills IEC-6 intestinal cells in KLF5 counter-screen; AID 1825; hit rate 0.78% among 290,000; inhibition, % at 5 µM; IEC-6 cytotoxicity, luminescence viability; in the data active = inhibition above about 22%;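 also: 0% = plate median of test compound wells and 100% = cytotoxic reference compound wells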
GSK3A inh: inhibitors of human GSK-3 alpha kinase. ADP-Glo luminescence, 60 min. inhibition, % at 10 µM. hit rate 0.1% among 320,000. AID 2650;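 in the data active = inhibition above about 50%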;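 also: GST-tagged GSK-3 alpha with peptide substrate and 25 µM ATP; 0% = DMSO neutral wells and 100% = GW8510 positive control wells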
Target sequence (P49840 whole entry, looked up): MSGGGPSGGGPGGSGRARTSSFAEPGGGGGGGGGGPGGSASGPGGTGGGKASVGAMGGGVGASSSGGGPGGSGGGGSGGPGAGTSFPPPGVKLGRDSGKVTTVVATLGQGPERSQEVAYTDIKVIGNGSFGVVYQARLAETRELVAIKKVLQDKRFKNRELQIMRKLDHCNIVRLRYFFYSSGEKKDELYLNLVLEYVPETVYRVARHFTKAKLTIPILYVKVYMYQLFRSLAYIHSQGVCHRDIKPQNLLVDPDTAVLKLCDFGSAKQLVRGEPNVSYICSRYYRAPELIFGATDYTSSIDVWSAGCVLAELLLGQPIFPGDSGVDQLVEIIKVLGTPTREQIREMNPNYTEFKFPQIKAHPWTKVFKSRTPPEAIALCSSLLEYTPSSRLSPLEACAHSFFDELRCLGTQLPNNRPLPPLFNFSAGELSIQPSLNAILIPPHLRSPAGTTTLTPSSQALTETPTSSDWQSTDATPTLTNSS
HSF1 inhib: HSF1 inhibition; NIH3T3-HGL HSE-luciferase, MG132-induced, luminescence 8 h; active compounds read low; activity change, negative = inhibition, % at 7.5 µM (by protocol); hit rate 0.77% among 300,000; AID 2098;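 active = more than half of replicate wells show activity change below -50%, luminescence cut by over half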;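 also: luciferase reports HSF-1 transcriptional activity via heat shock element; 0% = median of DMSO wells and -100% = zero luminescence signal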
KLF5 inhibitor: inhibitors of KLF5 expression; DLD-1 KLF5 promoter-luciferase reporter, luminescence; inhibition, % at 5 µM; hit rate 0.23% among 290,000; AID 1700;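 active = inhibition above a per-plate limit of that plate's mean compound inhibition plus 3 SD, cut at about 60% in these data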;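 also: 0% = DMSO wells and 100% = LY294002 at 200 µM; higher means less KLF5 promoter-driven luciferase light; inactives centre near -14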
GSK3beta inhib: human GSK3beta kinase inhibition; hit rate 0.038% among 300,000; GST-GSK3beta kinase, ADP-Glo luminescence, 60 min; active compounds read low; activity score (negative = inhibition), % at 10 µM;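 active = more than half of replicate wells score below -50%, meaning over 50% inhibition versus plate controls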;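 also: 0% = median DMSO wells and -100% = median GW8510 positive control wells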
Target sequence (P49841 whole entry, looked up): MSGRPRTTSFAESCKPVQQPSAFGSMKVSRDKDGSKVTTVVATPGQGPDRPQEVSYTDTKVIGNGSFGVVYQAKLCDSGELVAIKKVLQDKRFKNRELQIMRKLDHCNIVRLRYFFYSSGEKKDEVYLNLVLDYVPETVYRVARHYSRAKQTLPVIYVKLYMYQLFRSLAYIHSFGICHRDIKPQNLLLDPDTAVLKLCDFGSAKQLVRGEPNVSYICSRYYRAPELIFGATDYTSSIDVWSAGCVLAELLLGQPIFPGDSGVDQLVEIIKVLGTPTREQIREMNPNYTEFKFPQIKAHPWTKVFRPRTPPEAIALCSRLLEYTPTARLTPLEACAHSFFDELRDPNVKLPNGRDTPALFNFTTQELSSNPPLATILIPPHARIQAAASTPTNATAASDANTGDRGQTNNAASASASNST
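Assay system: GST-tagged human GSK3beta kinase, cell-free; Input: 1.6 ng GSK3beta; Medium: Tris/MgCl2 kinase buffer; Timing: 60 min enzyme reaction, room temperature; Signal: ADP-Glo luminescence quantifying ADP generated by kinase; Evaluation: score relative to plate controls; Benchmarks: DMSO neutral wells and GW8510 at 20 µM as positive.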
aSyn UTR inh: 5' untranslated region of α-synuclein, MLPCN primary screen; alpha-synuclein 5'UTR reporter, inhibitor activity; inhibition, % (tested at 7.5 µM); hit rate 0.82% among 300,000; in the data active = inhibition above about 60%;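 also: H4 neuroglioblastoma cells stably carrying SNCA 5'UTR luciferase fusion; 0% = DMSO wells and 100% = positive control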
Active calls of the source: *; · = no result given.

SMILES | AI-2 QS mod | HSF-1 act | HIF act | HSP90 refold inh | IEC-6 tox | GSK3A inh | HSF1 inhib | KLF5 inhibitor | GSK3beta inhib | aSyn UTR inh
Cc1cccc(NC(=S)NC2CC3CCCC(C2)N3Cc2ccco2)c1 (centres undefined) | 9.6 | 11.0 | 0.0 | 0.5 | -1.6 | -1.1 | 2.1 | -23.8 | 0.2 | -21.3
CCn1c2ccccc2c2nnc(SCCN3CCOCC3)nc21 | 30.2 | 30.8 | -4.9 | -0.2 | 0.0 | 4.2 | 3.2 | -36.3 | -2.4 | 2.0
CC(C)C[C@H](NC(=O)C1(c2ccccc2)CCN(C(=O)[C@H]2CSCN2C(=O)OC(C)(C)C)CC1)C(=O)O | 5.0 | -1.0 | 0.6 | 1.9 | 2.0 | -0.7 | -5.0 | -24.7 | 2.0 | -5.0
O=C1NC(=O)/C(=C\c2ccc(Cl)nc2)S1 | 88.6 | 12.8 | 0.5 | -1.8 | -0.6 | -2.3 | 12.2 | -67.2 | -0.7 | -18.3
Cn1c(Cn2c3ccccc3c3ccccc32)n[nH]c1=S | 21.2 | 6.9 | 0.6 | 1.1 | -6.4 | -0.3 | 4.5 | -20.9 | -1.7 | -9.3
O=S(=O)(NCCc1ccccc1)c1cccc2nsnc12 | 8.0 | 4.2 | -0.2 | 7.9 | -0.6 | 1.4 | -1.7 | 5.3 | -0.2 | -22.6
CCCC(=O)Nc1ccc(S(=O)(=O)Nc2nccs2)cc1 | -6.5 | -3.7 | 0.2 | · | · | -3.7 | -2.9 | · | 0.9 | -6.9
COc1ccc(-c2noc(CCC(=O)Nc3ccc4c(c3)OCCO4)n2)cc1 | 12.8 | -16.4 | 0.5 | -3.2 | -3.7 | -2.4 | -3.4 | -33.7 | 0.8 | -34.2
CN(CC(=O)Nc1ccccc1Cl)C(=O)CSc1ncc(C(F)(F)F)cc1Cl | 6.1 | -3.1 | -0.3 | -2.0 | 1.9 | 5.5 | 10.3 | 10.4 | -1.3 | 7.1
CCCCN1CC(C(=O)NC2CCCCC2)CC1=O (centres undefined) | 8.9 | -12.0 | -1.1 | -2.0 | -4.5 | -3.4 | -5.6 | -23.9 | -4.7 | 5.4
COc1cc(/C=C(\C#N)C(=O)Nc2ccccc2)ccc1OCCN1CCOCC1 | 11.1 | -4.4 | 2.5 | 3.4 | 0.5 | -2.4 | -2.9 | -10.5 | 0.7 | 4.2
O=C(NNC(=O)c1ccc(-n2cncn2)c([N+](=O)[O-])c1)c1cccc(Cl)c1 | 18.0 | 2.5 | 0.2 | · | · | -1.9 | -4.8 | · | 0.8 | -9.9
CCOC(=O)c1[nH]c2ccc(OC)cc2c1NC(=O)NC(C)C | 13.4 | -8.1 | -0.4 | -2.5 | -11.7 | -4.2 | -14.0 | 3.1 | -0.3 | 6.5
CC(C)c1ccc2oc(-c3ccc(NC(=O)c4ncn[nH]4)cc3)nc2c1 | 6.7 | -6.3 | 1.1 | 14.0 | 5.3 | -0.7 | -1.2 | -72.7 | 4.7 | -79.8
Cc1ccc(NC(=O)Cn2nc(C(=O)Nc3ccc(C)cc3)ccc2=O)cc1 | 34.9 | -11.2 | 0.3 | -5.6 | 0.4 | 0.5 | -2.2 | -9.2 | -1.7 | 23.3
COc1ccccc1OCC(=O)NNC(=O)C(=O)N1CCCC1 | 33.0 | -5.2 | 0.0 | -0.6 | -1.9 | -2.5 | -1.5 | -23.4 | -1.3 | -3.5
COCCn1c(SCC(=O)Nc2cc(OC)ccc2OC)nc2c(c1=O)SC(C)C2 (centres undefined) | 2.8 | -0.5 | -0.3 | -0.1 | -0.6 | -3.0 | 3.6 | -24.6 | -0.8 | 30.8
CC(=O)NC(=S)Nc1ccc(NC(=O)c2cccnc2)cc1 | -11.5 | -17.9 | -0.6 | -0.1 | 10.4 | -4.8 | -2.9 | -26.9 | 3.2 | -10.0
Cc1ccc(C)c(SCC(=O)OC/C(O)=C(\C#N)c2nc3ccccc3[nH]2)c1 | 0.6 | -15.3 | -0.6 | 2.3 | 4.8 | · | 5.0 | -28.0 | 4.7 | -52.5
COc1ccc(OC)c(NC(=O)c2cccnc2Sc2ccccc2)c1 | 19.9 | 6.9 | -0.1 | 2.0 | 8.0 | 1.5 | -1.4 | -21.0 | 0.6 | 23.4
CCN(CC)CCNC(=O)c1ccc(NC(=O)c2ccc(S(=O)(=O)N3CCCCCC3)cc2)cc1 | 16.4 | -13.9 | 0.3 | · | · | -2.9 | -10.6 | · | 1.9 | -64.0
CC(C)CC(=O)Nc1ccc(N2CCN(S(C)(=O)=O)CC2)cc1 | 16.9 | 4.3 | 1.8 | 0.8 | -2.0 | -2.1 | -1.3 | -10.6 | 0.7 | 3.9
CCOC(=O)c1c(NC(=O)Cn2cnc3scc(-c4ccc(C)cc4)c3c2=O)sc(C)c1C | 29.8 | 1.8 | 0.6 | -0.8 | 3.2 | -0.3 | 7.0 | -9.5 | 0.5 | 35.6
Cc1noc(C)c1COc1ccc(C(=O)NNC(=O)c2ccccc2O)cc1 | 17.4 | 11.8 | -12.0 | · | · | 1.4 | -0.9 | · | 2.9 | 11.5
Cc1ccccc1CC(=O)N1CC(C)OC(C)C1 (centres undefined) | 23.0 | -5.6 | 1.2 | -0.2 | 0.5 | -0.4 | -9.2 | -40.1 | 1.2 | -10.1
O=C(NCc1nnnn1-c1cccc(F)c1)c1ccc(S(=O)(=O)N2CCOCC2)cc1 | 28.1 | -5.0 | -0.5 | · | · | -1.6 | -0.6 | · | -1.2 | 3.5
Cc1ccc(-c2nc3ncccc3o2)cc1NC(=O)c1cccs1 | 19.3 | 3.8 | 0.1 | -0.9 | 4.5 | -2.2 | 3.3 | -11.9 | -2.7 | -5.0
Cc1ccc2c(C)nc(Nc3nc(CSc4nnnn4-c4ccccc4)cc(=O)[nH]3)nc2c1 | 7.0 | 7.5 | -0.6 | -1.9 | -4.3 | -1.3 | 1.8 | -28.5 | -1.1 | 41.1
CCOC(=O)c1cc(-c2ccc3c(c2)OCCO3)n[nH]1 | 10.8 | 35.9 | 2.5 | 6.4 | -0.8 | 0.7 | 15.2 | -92.4 | 1.2 | -173.7
Cc1cccc(OCc2nnc(SCc3nc4cc(C(F)(F)F)ccc4c(=O)[nH]3)o2)c1 | 32.0 | 5.0 | -0.4 | 1.1 | -0.8 | 3.4 | 5.5 | 17.2 | 2.0 | -25.8
Cc1ccc(CNC(=S)Nc2cc(C(=O)O)ccc2C)cc1 | 43.7 | 8.2 | -0.5 | -0.8 | -4.5 | 1.9 | -4.4 | -22.2 | 2.9 | -5.1
CC1CCN(C(=S)NC2CC3CCC2C3)CC1 (centres undefined) | 6.8 | -7.9 | 0.2 | -3.6 | -4.8 | 0.9 | -8.3 | -5.4 | -0.9 | 8.9
Cn1c(SCC(=O)Nc2ccccc2F)nnc1-c1cc2ccccc2o1 | 21.8 | -10.0 | 0.3 | -2.1 | 6.8 | -2.5 | -0.6 | -20.4 | 4.3 | -30.3
CC1=CCC2C(=O)N(c3ccc(C)c(Br)c3)C(=O)C2C1 (centres undefined) | -12.9 | -80.6 | -0.3 | -0.4 | 2.9 | -0.2 | -76.2* | -43.3 | 0.0 | 12.1
Cc1ccccc1NC(=O)/C(C#N)=C\c1cc(C)n(-c2ccc(C(=O)O)cc2)c1C | 5.2 | 0.8 | -0.5 | 2.5 | 0.3 | -2.7 | -4.1 | -31.5 | 1.8 | 4.1
COc1cccc(CSc2nnnn2-c2ccc(O)cc2)c1 | -0.7 | -12.9 | 0.1 | -2.4 | -2.7 | -2.5 | 2.5 | -21.4 | -5.4 | 3.9
Cc1ccc(O)c(C(CC(=O)NCc2ccco2)c2ccccc2)c1 (centres undefined) | 29.8 | 3.3 | -0.1 | 1.8 | -0.9 | 1.7 | -4.4 | 9.7 | 2.4 | 2.4
CCOC(=O)C1=C(C)NC(=NC)SC1c1ccccc1 (centres undefined) | -1.5 | 13.7 | 0.2 | -6.5 | -0.6 | 2.6 | -2.9 | -22.3 | -1.3 | 2.6
Cc1ccc2nc(SCC(=O)Nc3c(C)n(C)n(-c4ccccc4)c3=O)[nH]c2c1 | 34.9 | -5.8 | -0.3 | 1.8 | 0.3 | -31.1 | 1.9 | -13.4 | 2.8 | 34.4
CCCCN1CC(=O)N2Cc3[nH]c4ccccc4c3C[C@H]2C1=O | 13.8 | 9.0 | -8.7 | 2.3 | -4.5 | -1.9 | -9.7 | -21.3 | -4.5 | -2.6

Three entries from above, sorted by formula weight, falling.
SMILES | AI-2 QS mod | HSF-1 act | HIF act | HSP90 refold inh | IEC-6 tox | GSK3A inh | HSF1 inhib | KLF5 inhibitor | GSK3beta inhib | aSyn UTR inh
Cn1c(SCC(=O)Nc2ccccc2F)nnc1-c1cc2ccccc2o1 | 21.8 | -10.0 | 0.3 | -2.1 | 6.8 | -2.5 | -0.6 | -20.4 | 4.3 | -30.3
Cc1noc(C)c1COc1ccc(C(=O)NNC(=O)c2ccccc2O)cc1 | 17.4 | 11.8 | -12.0 | · | · | 1.4 | -0.9 | · | 2.9 | 11.5
CCCCN1CC(=O)N2Cc3[nH]c4ccccc4c3C[C@H]2C1=O | 13.8 | 9.0 | -8.7 | 2.3 | -4.5 | -1.9 | -9.7 | -21.3 | -4.5 | -2.6

The listing continues:
SMILES | AI-2 QS mod | HSF-1 act | HIF act | HSP90 refold inh | IEC-6 tox | GSK3A inh | HSF1 inhib | KLF5 inhibitor | GSK3beta inhib | aSyn UTR inh
COc1cccc(OC)c1OCCCCc1c(C)n[nH]c1C | 21.3 | · | 0.7 | 2.1 | 10.9 | -2.0 | · | -34.6 | -1.6 | -0.6
O=C(NCCCCc1ccccc1)c1cc([N+](=O)[O-])cc([N+](=O)[O-])c1 | · | 7.1 | 0.1 | 0.1 | 1.4 | -1.6 | 6.7 | -22.2 | · | -4.4
O=C(c1ccc2ccccc2c1)N1CCN(c2ccc(O)cc2)CC1 | 6.0 | 23.9 | -1.0 | -6.2 | -8.4 | 0.4 | 4.9 | -20.4 | 0.9 | 18.4
COc1ccc(Nc2c(C)cccc2C)cc1 | 17.7 | 25.4 | -0.3 | 1.9 | -1.1 | -6.6 | -1.9 | 2.1 | 1.4 | -20.3
CC(C)(C)NC(=O)NC(=O)COC(=O)c1cc[n+]([O-])cc1 | 10.7 | -8.1 | -0.1 | 4.8 | 0.7 | -1.1 | -8.8 | -20.1 | 1.9 | 9.2
Cc1ccc(-n2ccnc(SCC(=O)NC3CCCC3)c2=O)cc1Cl | 15.1 | 0.2 | -0.1 | · | · | · | 5.1 | · | 0.7 | 7.9
C/C(Cl)=C/Cn1c(N2CCCC2)nc2c1c(=O)[nH]c(=O)n2C | 11.0 | -3.8 | -1.3 | -6.1 | -6.4 | -3.7 | -2.0 | -2.2 | -0.5 | 24.3
CCCOC(=O)c1cccc(NC(=O)COc2ccc([N+](=O)[O-])cc2)c1 | 20.8 | 7.5 | 0.3 | 2.5 | -0.8 | 1.4 | 8.6 | 1.5 | -1.0 | 18.7
CCn1cc(CNC(=S)Nc2cccc(Cl)c2C)cn1 | -2.6 | 1.0 | 0.0 | 2.5 | -13.8 | 2.4 | -4.4 | -0.1 | -2.6 | 0.9
CC(=O)NC(CC(=O)NCCc1ccccc1)c1ccccc1 (centres undefined) | 10.2 | -8.4 | -0.2 | -2.0 | 1.7 | · | -7.5 | -17.3 | 1.7 | 12.7

Rows are unselected (roughly 4.7% active in at least one column).
